# Screens from PubChem BioAssay.
# Gal4-VP16 FLuc = inhibits Gal4-VP16 luciferase reporter, ROR gamma counter-screen; Drosophila S2 Gal4-VP16 UAS-luciferase, luminescence, 20 h; Potency, µM (titrated, usually from 53.6 µM), for the others: at the top dose activity, negative = inhibition, usual class: inhibitors; actives 3.5% (n = 310,000); AID 2546;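 further: Gal4-VP16 expression switched on by copper sulfate through the metallothionein promoter; on the % scale 0 is the no-effect control and ±100 the full control effect; nearly all actives have a fitted effect of over 50% in size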
# Rab9 prom act = activates the Rab9 promoter; actives 2.8% (n = 320,000); AID 485297; Potency, µM (doses to about 9.22 µM), inactives show at the top dose activation, negative = inhibition, usual class: activators; Huh7 Rab9 promoter-luciferase reporter, luminescence, 24 h; further: % of control where 0% means no effect; nearly all actives have a fitted effect of over 60% in size
#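 Luminescence from Amplite-detected luciferase (10 minutes, ambient) reports Rab9 promoter activation. Before that, stable Rab9-luciferase Huh7 cells (1500/well, reduced-serum OP-MEM I plus 10% FBS) were exposed to compound for 24 hours at 37C.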
# BRCA1 expr up = activators of BRCA1 expression. MCF7-BRCA1-FFLuc reporter, luminescence, 48 h; response scale: scaled: vehicle 0%, 10 µM genistein 100%. Potency, µM (top dose mostly 46.1 µM), without a hit: top-dose activation, hits mostly activators. actives 1.1% (n = 380,000). AID 624202; further: nearly all actives have a fitted effect of over 80% in size; some results filed as inactive show a strong effect at the top dose
#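 Luminescence from a BRCA1-driven firefly luciferase in MCF7 cells was read after 48 h compound exposure at 37 C. Data normalized against DMSO and a 10microM genistein activation control, then curve-fitted across the titration.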
# p53 reactivator = re-activators of mutant p53. H1299 p53-A138V BP100-luciferase reporter, luminescence, 24 h. AID 504706. Potency, µM (top dose mostly 92.2 µM), for inactives: at the highest dose activity change, positive = activation, hits mostly activators. actives 0.063% (n = 320,000); further: % of control where 0% means no effect; nearly all actives have a fitted effect of over 45% in size
#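 H1299 (p53-null), stable ts p53-A138V + BP100-Luc; 1000 cells/well, Opti-MEM/10% FBS; cpd 4 pt, 1:5; 24 h, 37 deg C, 5% CO2; detection reagent 10 min RT; luminescence.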
# MBNL1-CUG inh = inhibitors of human MBNL1 binding to CUG repeat RNA. AID 2675. Q9NR56. Potency, µM (top dose mostly 57.5 µM), for inactives: top-dose activity change, negative = inhibition, actives largely listed as inhibitors. TR-FRET MBNL1-His/biotin-(CUG)12 binding, 665/545 ratio. actives 0.036% (n = 280,000); active means well fitted inhibition curve with a large enough effect in the signal ratio, with a control signal flat, not every such curve was filed as active; inconclusive means small, poorly fitted or top-dose-only effect, or effect the other way, or a change in a side signal; inactive means no such curve, though single readings can be large or run the other way; the % refers to the signal ratio; further: on the % scale 0 is the no-effect control and ±100 the full control effect
#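 Ratiometric TR-FRET (665 over 545 nm, excitation 340 nm) tracks disruption of MBNL1-His/biotin-(CUG)12 complex after 60 min at room temperature, with compounds at 92 nM to 58 uM final.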
# RORgamma inh = inhibitors of mouse ROR gamma transcriptional activity | P51450 | Potency, µM (top dose mostly 53.6 µM), for the others: at the top dose activity change, negative = inhibition, actives largely listed as inhibitors | actives 5.4% (n = 310,000) | AID 2551 | Drosophila S2 Gal4-RORgamma UAS-luciferase reporter, 20 h; further: on the % scale 0 is the no-effect control and ±100 the full control effect; nearly all actives have a fitted effect of over 60% in size
# Target sequence (P51450 whole entry, looked up, the tested form may be a part): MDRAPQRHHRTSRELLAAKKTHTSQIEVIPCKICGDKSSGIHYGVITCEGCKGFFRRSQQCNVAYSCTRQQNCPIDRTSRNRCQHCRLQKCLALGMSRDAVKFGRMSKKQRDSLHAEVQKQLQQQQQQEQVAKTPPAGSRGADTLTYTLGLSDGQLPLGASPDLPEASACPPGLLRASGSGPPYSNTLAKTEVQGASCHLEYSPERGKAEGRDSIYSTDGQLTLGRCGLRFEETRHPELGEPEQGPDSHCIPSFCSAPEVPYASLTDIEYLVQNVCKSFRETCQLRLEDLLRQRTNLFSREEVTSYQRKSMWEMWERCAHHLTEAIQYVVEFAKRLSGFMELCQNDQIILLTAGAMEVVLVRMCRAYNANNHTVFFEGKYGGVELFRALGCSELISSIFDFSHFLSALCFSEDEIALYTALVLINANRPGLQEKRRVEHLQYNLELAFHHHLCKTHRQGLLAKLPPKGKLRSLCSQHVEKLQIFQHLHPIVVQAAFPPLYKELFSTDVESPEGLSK
#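 Stably transfected Drosophila Schneider cells are the test system, with ROR gamma fused to Gal4 and luciferase under UAS control; luminescence is read after 20 hr of 700 uM copper sulfate induction at ambient temperature.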
# ELG1 genotox = inducers of genotoxicity in HEK293T ELG1-luciferase cells; AID 504466; Potency, µM (top dose mostly 46 µM), for inactives: top-dose activity change, positive = activation, hits mostly activators; actives 1.3% (n = 330,000); HEK293T ELG1-luciferase reporter, luminescence, 16 h; further: % of control where 0% means no effect; nearly all actives have a fitted effect of over 60% in size
#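 After overnight (16 hr) compound treatment at 37 °C, ELG1-luciferase HEK293T cells were lysed with ONE-Glo; luminescence quantified 30 min later at room temperature.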
# CXXC DNA block = MLL CXXC-DNA interaction inhibition | actives 0.037% (n = 290,000) | MLL-CXXC / FITC-HOXA9 DNA fluorescence polarization | Q03164 | Potency, µM (top dose mostly 115 µM), inactives show top-dose activity change, negative = inhibition, hits mostly inhibitors | AID 2662; active means well fitted inhibition curve with a large enough effect in the polarisation, with a control signal flat, not every such curve was filed as active; inconclusive means small, poorly fitted or top-dose-only effect, or effect the other way, or a change in a side signal; inactive means no such curve, though single readings can be large or run the other way; the % refers to the polarisation
#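 Fluorescence polarization: 7 uM MLL-CXXC (stock) preincubated 5 min with compounds, then 50 nM fluorescein-HOX-A9 DNA (stock) added; 30 min ambient. Buffer 50 mM Tris-HCl pH 7.5, 50 mM NaCl, 1 mM DTT, 0.05% BSA.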
# uPA generation = cell surface uPA generation inhibition; cell surface uPA generation assay, qHTS; Potency, µM (series often up to 38.3 µM), without a hit: top-dose activity change, negative = inhibition, hits mostly inhibitors; actives 0.31% (n = 330,000); AID 540303; active means well fitted inhibition curve with a large enough effect; inconclusive means small, poorly fitted or top-dose-only effect; inactive means no such curve, though single readings can be large or run the other way; tested in mouse RAW 264.7 cells; further: on the % scale 0 is the no-effect control and ±100 the full control effect; nearly all actives have a fitted effect of over 55% in size
# NPC1 prom act = NPC1 promoter activation; Huh7 NPC1 promoter luciferase reporter, 24 h; Potency, µM (titrated, usually from 9.22 µM), for inactives: top-dose activation, usual class: activators; actives 2.4% (n = 320,000); AID 485313;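 further: % of control where 0% means no effect; nearly all actives have a fitted effect of over 60% in size; reporter is driven by a mutant NPC1 promoter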
#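 Huh7 cells stably carrying NPC1 promoter–luciferase, plated in Opti-MEM with 10% FBS for 2 h, were exposed to compound in DMSO for 24 h at 37 °C; luciferase reagent was added for 10 min and luminescence read.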
# FLuc modulator = inhibits or activates purified firefly luciferase, miR-21 counter-screen; P08659; purified FLuc, Km substrates, luminescence inhibition; Potency, µM (highest dose often 57.5 µM), for the others: at the top dose activity change, negative = inhibition, hits mostly inhibitors; actives 6.9% (n = 360,000); AID 588342;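 further: plate controls were vehicle for no effect and reference inhibitor for full effect; nearly all actives have a fitted effect of over 55% in size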
# Target sequence (P08659 whole entry, looked up): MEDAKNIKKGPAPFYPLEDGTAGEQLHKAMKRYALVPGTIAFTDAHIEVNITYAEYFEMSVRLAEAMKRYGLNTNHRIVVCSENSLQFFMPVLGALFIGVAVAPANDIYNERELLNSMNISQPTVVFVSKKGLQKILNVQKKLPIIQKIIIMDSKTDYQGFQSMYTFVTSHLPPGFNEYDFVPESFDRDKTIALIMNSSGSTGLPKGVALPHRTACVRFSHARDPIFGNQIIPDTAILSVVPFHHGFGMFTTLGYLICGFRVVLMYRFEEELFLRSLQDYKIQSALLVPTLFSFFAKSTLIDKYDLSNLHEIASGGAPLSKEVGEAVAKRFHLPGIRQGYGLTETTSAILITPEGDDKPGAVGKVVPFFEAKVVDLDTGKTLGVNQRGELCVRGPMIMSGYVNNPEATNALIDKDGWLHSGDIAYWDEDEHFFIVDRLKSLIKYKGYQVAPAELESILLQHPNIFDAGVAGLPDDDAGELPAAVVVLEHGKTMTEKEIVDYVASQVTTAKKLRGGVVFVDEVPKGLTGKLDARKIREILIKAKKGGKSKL
#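 Purified P. pyralis luciferase (10nM final) with 10uM D-luciferin and 10uM ATP (Km levels) in 50mM Tris acetate pH 7.5, 10mM Mg acetate, 0.01% Tween-20, 0.05% BSA; qHTS 6-point titration, ~60 µM downward; luminescence read.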
# * marks the source's active call; other numbers are inactive results; ? = inconclusive; . = not tested or not shown; [ ] = dose if it differs, or a comment. Unless noted, the call rests on the fitted dose curve; in most records, active means well fitted curve in the direction sought with a large enough effect; inconclusive means small, poorly fitted or top-dose-only effect, or another doubt; inactive means no such curve, though single readings can be large; an effect the other way counts as inactive or inconclusive. Potency means the concentration at half of the fitted maximal effect. A portion of the library; the hit share may differ from the screen's.
SMILES | Gal4-VP16 FLuc | Rab9 prom act | BRCA1 expr up | p53 reactivator | MBNL1-CUG inh | RORgamma inh | ELG1 genotox | CXXC DNA block | uPA generation | NPC1 prom act | FLuc modulator
CC(=O)C(C(C)=O)c1cc(NS(=O)(=O)c2ccccc2)ccc1NS(=O)(=O)c1ccccc1 | 3% | -4% | -15% | -3% | -1% | 22% | -3% | 21% | 0% | -6% | -1%
CN(C)c1ccc(CNC(=O)CN2C(=O)COc3ccc(S(=O)(=O)N4CCCC4)cc32)cc1 | -7% | 0% | 3% | 3% | -6% | -1% | -1%[9.26 µM] | -5% | -5% | -2% | -1%
O=C(COC(=O)CCC1CCCC1)Nc1ccc(F)cc1 | . | 2% | -3% | 8% | . | . | 0% | . | 4% | -1% | -7%
CCn1c(=N)c(C(=O)NCc2cccnc2)cc2c(=O)n3cccc(C)c3nc21 | -10% | 1% | . | -2% | ? | -17% | 9% | 8% | . | -2% | 4%
COC(=O)c1cccc(C(=O)Nc2ccc(C)cc2Br)n1 | 2% | -18% | -14% | ? | -5% | -19% | 11% | 2% | 3% | 6% | 11µM*
CC(=O)OCC1=C(C(=O)O)N2C(=O)C(NC(=O)CC(C)c3ccccc3)C2SC1 (configuration not stated) | . | -7% | 3% | -2% | . | . | 5% | . | 11% | -1% | 0%
OC(C#CCN1CCCCC1)(c1ccccc1)c1ccccc1 | -4% | 7% | 6% | . | 2% | -29% | ? | 7% | 3% | -6% | 7%
Cc1c(NC(=O)CSc2nc3ccccc3s2)c(=O)n(-c2ccccc2)n1C | -3% | 18% | 1% | -4% | 2% | -18% | 7% | 7% | -1% | 0% | -1%
OC(CN1CCN(Cc2ccccc2)CC1)c1ccc(F)cc1 (configuration not stated) | 10% | -6% | -20% | 7% | -15% | -5% | -1% | 9% | 3% | -1% | -1%
Cc1cc(C(=O)NCc2cccs2)c(C)o1 | . | -6% | 4% | 4% | -1% | 4%[0.365 µM] | 1% | -2% | . | -1% | 2%
O=C(NCCNc1ccc2ccccc2c1)c1cccn2c(=O)c3sccc3nc12 | -8% | -8% | . | 3% | 15% | 8% | -6% | 7% | . | 10% | 2%
COC(=O)c1nc(NNC(=O)c2ccccc2)sc1-c1ccccc1 | -26% | -12% | -30% | -7% | 13% | 14µM* | 13% | 3% | -5% | -1% | -2%
COc1ccc(-c2nnn(CC(=O)N(CC(=O)NC3CCCC3)c3ccccc3F)n2)cc1OC | 9% | 0% | 13% | -7% | -3% | 17% | 7% | 24% | 2% | -1% | 0%
Cc1cc(NC(=O)CSc2nnc(C)c(=O)[nH]2)no1 | -1% | -9% | 30% | -2% | 10% | -18% | 0% | 17% | -2% | -3% | -1%
Cc1cc(/C=N/NC(=O)c2ccc(O)cc2)c(C)n1C1CC1 | ? | -5% | 16% | -1% | -4% | 13µM* | 1% | 2% | 0% | -1% | ?
CCN(C(=O)COC(=O)CCC1CCCC1)c1c(N)n(Cc2ccccc2)c(=O)[nH]c1=O | . | -4% | -8% | 2% | . | . | 2% | . | 3% | 0% | 0%
O=C(c1ccc(Cl)c(S(=O)(=O)N2CCCCCC2)c1)N1CCCC1 | 0% | 2% | -4% | -3% | -11% | 5% | -1% | -8% | 0% | -3% | -2%
CCOc1ccc(S(=O)(=O)N2CCC(C(=O)NCC3CCCO3)CC2)cc1C (configuration not stated) | 6% | -3% | -30% | -8% | -4% | 33% | -1% | 21% | -2% | 0% | 1%
CCOC(=O)c1ccc(N(CC(=O)NCC2CCCO2)C(=O)CCC(=O)Nc2cc(C)on2)cc1 (configuration not stated) | -8% | -4% | 3% | -2% | -5% | -7% | -8% | 4% | 1% | 2% | 1%
CCOC(CNC(=O)CN1C(=O)COc2ccc(S(=O)(=O)N3CCOCC3)cc21)OCC | -3% | -14% | 25% | 3% | 5% | -8% | 0% | 3% | -1% | -2% | 0%
Cc1nn(C(C)C(=O)N2CCOCC2)c(C)c1[N+](=O)[O-] (configuration not stated) | -7% | 2% | -4% | 8% | ? | 0% | -1% | 3% | -4% | -1% | 2%
O=C(c1ccc2nccnc2c1)N1CCN(c2ccccc2)CC1 | -8% | -1% | -10% | 10% | 17% | 10% | 2% | 8% | 3% | -1% | -2%
COC(=O)c1ccc(C2c3c(oc4ccc(F)cc4c3=O)C(=O)N2CCO)cc1 (configuration not stated) | 3% | 0% | -6% | 0% | 19% | -14% | -1% | -2% | 6% | 2% | 0%
Cc1[nH]c2ccccc2c1CCN(Cc1cccnc1)C(=S)NC(C)(C)C | 6% | -11% | -6% | -4% | -5% | ? | -1% | -3% | 7% | 1% | 0%
CCOC(=O)c1cccc(NC(=O)N[C@@H](C)C(=O)OC)c1 | -5% | 1% | -18% | 6% | 3% | 0% | 0% | 2% | 6% | 1% | 2%
CCN(CC)CCNC(=O)c1ccc(NC(=O)c2cccc(-n3cnnn3)c2)cc1 | . | -5% | -32% | 2% | . | . | -3% | . | 7% | -2% | 5%
O=C(O)CCc1ccccc1OC(=O)c1ccccc1 | -8% | -4% | 1% | 2% | -6% | -13% | -3% | 8% | 13% | -2% | -3%
Brc1ccc(C2=NC(Cc3ccccc3)CO2)cc1 (configuration not stated) | 13% | ? | ? | ? | -4% | -33% | ? | 7% | 6% | ? | 6.7µM*
C[C@@H](C(=O)OCC(=O)NCCc1ccc(S(N)(=O)=O)cc1)N1C(=O)C2CCCCC2C1=O (some centres not stated) | -2% | 2% | 15% | -1% | 2% | 31% | 2% | 0% | -5% | -5% | -1%
CN1CCN(CCCNC(=O)c2ccc(/C=C3\Sc4ccccc4N(Cc4ccc(F)cc4)C3=O)cc2)CC1 | -2%[10 µM] | -6% | -10% | 22% | 10% | ? | 0% | ? | -6% | 2% | ?
Cc1ccccc1CN1CCN(C(=O)CC(C)C)CC1 | 1% | 0% | 11% | 6% | -8% | -16% | -2% | -4% | 4% | -7% | -19%
CCOC(=O)C1CCN(C(c2ccc(OC)c(OC)c2)c2sc3nc(C)nn3c2O)CC1 (configuration not stated) | 4% | -3% | 29% | 2% | 7% | -14% | 3% | -2% | -6% | -1% | 1%
CC1CCCCC12NC(=O)N(CC(=O)Nc1ccc(Cl)c(S(=O)(=O)N3CCOCC3)c1)C2=O (configuration not stated) | . | -8% | -17% | -14% | . | . | -3% | . | -2% | -7% | 14%
Cc1ccc(NC(=O)C2CCCN(c3ncccn3)C2)c(C)c1 (configuration not stated) | 29% | ? | ? | 23% | 0% | 3% | 16% | 2% | 4% | -9% | ?
CCOc1ccccc1NC(=O)CN(Cc1ccccc1)S(C)(=O)=O | 16% | -2% | -13% | -8% | -5% | -2% | -1% | 8% | -2% | -3% | -1%
CCC(=O)Nc1c2c(nn1-c1ccc(C)cc1C)CSC2 | -1% | -8% | 16% | 10% | -4% | 2% | 1% | 14% | -5% | 1% | 6%
COC(=O)c1sc(NC(=S)NC(=O)c2ccccc2F)nc1C | -22% | 1µM* | ? | 13% | -4% | 21% | ? | 4% | -2% | ? | 8.5µM*
COc1ccc(S(=O)(=O)N2CCCC2)cc1Br | . | -1% | -1% | . | -8% | . | 12% | 21% | -5% | -2% | 4%
COC(=O)c1ccc(COc2ccccc2/C=C(\C#N)C(=O)NC(C)C)cc1 | 2% | -1% | -1% | -4% | -12% | -5% | 15% | 14% | -9% | -1% | 1%
Cc1noc(C)c1C(=O)Nc1ccccc1N1CCCC1 | . | 6% | -2% | -1% | . | . | 0% | . | 11% | 3% | 3%
CC(CC(=O)Nc1nnc(CC(C)(C)C)s1)c1ccccc1 (configuration not stated) | -22% | -1% | -3% | 20% | -5% | -21% | -2% | -2% | 11% | -3% | 0%
N#CCC(=O)Nc1ccc(C(=O)NNC(=S)NC2CC2)cc1 | . | -3% | -7% | 20% | . | . | 7% | . | 1% | 0% | -7%
Cn1nc(C(=O)Nc2nc3ccc(S(C)(=O)=O)cc3s2)ccc1=O | -2% | -1% | 19% | -1% | ? | -28% | 11% | 0% | -4% | 0% | 11µM*
CN1CCN(S(=O)(=O)c2cccc(C(=O)Oc3cccc(C#N)c3)c2)CC1 | . | 1% | 1% | -5% | . | . | 4% | . | -9% | 2% | 4%
O=C(c1cc2cc(F)ccc2[nH]1)N1CCC(Cc2ccccc2)CC1 | -3% | 24% | -25% | 23% | 5% | 44% | -2% | -5% | 1% | 20% | ?
COc1ccc(C2/C(=C(/O)c3ccc(S(=O)(=O)N4CCOCC4)cc3)C(=O)C(=O)N2CCN2CCOCC2)cc1 (configuration not stated) | 11% | 1% | 5% | 3% | ? | -1% | 3% | -1% | -3% | -2% | -2%
